TDP1 inh: qHTS Assay for Inhibitors of Tyrosyl-DNA Phosphodiesterase (TDP1). hit rate 0.28% among 350,000. AID 485290, 2010. recombinant TDP1, AlphaScreen DNA substrate cleavage. Potency, µM (doses to about 130 µM), for the others: at the top dose activity change, negative = inhibition, most hits filed as inhibitors; also: nearly all actives have a fitted effect of over 40% in size
Target sequence (Q9NUW8 whole entry, looked up): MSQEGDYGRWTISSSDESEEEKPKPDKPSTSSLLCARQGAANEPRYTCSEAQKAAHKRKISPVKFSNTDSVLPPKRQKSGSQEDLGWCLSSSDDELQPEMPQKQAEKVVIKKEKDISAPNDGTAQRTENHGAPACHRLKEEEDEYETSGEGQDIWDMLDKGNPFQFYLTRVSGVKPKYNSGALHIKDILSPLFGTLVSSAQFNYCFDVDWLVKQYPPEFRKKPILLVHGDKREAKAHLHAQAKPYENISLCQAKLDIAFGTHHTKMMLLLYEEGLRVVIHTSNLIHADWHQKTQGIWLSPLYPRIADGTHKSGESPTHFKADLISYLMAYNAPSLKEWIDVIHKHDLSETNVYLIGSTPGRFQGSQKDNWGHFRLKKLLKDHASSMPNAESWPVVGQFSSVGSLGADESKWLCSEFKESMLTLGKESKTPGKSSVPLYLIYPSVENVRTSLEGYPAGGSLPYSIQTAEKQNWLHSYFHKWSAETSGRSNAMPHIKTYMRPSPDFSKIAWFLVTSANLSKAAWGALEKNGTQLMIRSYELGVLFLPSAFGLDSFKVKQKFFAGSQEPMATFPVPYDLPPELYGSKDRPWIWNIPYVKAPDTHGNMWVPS
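Recombinant E. coli-expressed Tdp1 (1 nM) preincubated with compound 15 min at RT, then 5'-biotin/3'-phosphotyrosine-FITC DNA substrate (15 nM) added for 5 min. AlphaScreen beads (10 ug/ml) added, 10 min RT; tyrosine-FITC cleavage read as signal loss.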
DT40 TDP1 CPT: qHTS for Inhibitors of human tyrosyl-DNA phosphodiesterase 1 (TDP1): qHTS in cells in presence of CPT; chicken DT40 Tdp1-/-;hTDP1 cells + 20 nM CPT, ATP luminescence, 48 h; Potency, µM (series often up to 46.2 µM), for inactives: at the highest dose activity change, negative = growth inhibition, actives largely listed as inhibitors; hit rate 12% among 420,000; AID 686979, 2013; also: nearly all actives have a fitted effect of over 55% in size
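Chicken DT40 Tdp1-/- cells stably complemented with human TDP1 were seeded at 400 cells/well in medium containing 20 nM camptothecin, exposed to pin-transferred compounds, and grown at 37 °C for at least 48 hr. Viability was read as ATP luminescence.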
DT40 TDP1 no CPT: qHTS for Inhibitors of human tyrosyl-DNA phosphodiesterase 1 (TDP1): qHTS in cells in absence of CPT; hit rate 15% among 420,000; Potency, µM (titrated, usually from 46.2 µM), for the others: top-dose activity change, negative = growth inhibition, hits mostly inhibitors; DT40 Tdp1-/- hTDP1 cells, no CPT, ATP luminescence, 48 h; also: nearly all actives have a fitted effect of over 55% in size
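Chicken DT40 Tdp1-/- cells stably complemented with human TDP1 were seeded at 400 cells/well with DMSO in place of 20 nM camptothecin. After compound pinning, cells grew at least 48 hr at 37 °C; viability read by CellTiter-Glo luminescence.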
Starred values were filed as active, the others as inactive; ? = inconclusive; . = no result given; & = joins results of further samples; [ ] = dose if it differs, or a comment. Calls follow the shape of the dose curve; as a rule, active = well fitted curve in the direction sought with a large enough effect; inconclusive = small, poorly fitted or top-dose-only effect, or another doubt; inactive = no such curve, though single readings can be large; an effect the other way counts as inactive or inconclusive. % is scaled to controls: 0 for no effect and ±100 for the full control effect; potency is read from the fitted curve at half-maximal effect.

Sample of the layout, four compounds:
SMILES | TDP1 inh | DT40 TDP1 CPT | DT40 TDP1 no CPT
O=C(CNC(=O)C1CCCCC1)Nc1ccc(F)c(Cl)c1 | 12% | 18% | 9%
COc1cc(CN2CCCC(n3cc(C(=O)N4CCCCC4)nn3)C2)cc(OC)c1 (centres undefined) | . | ? | 23µM*
COCC(=O)N(C)c1nnc(-c2ccc([N+](=O)[O-])cc2)s1 | 1% | -29% | 2%
COc1ccc(C(=O)N2CCN(c3nc4cc(C)ccc4cc3C#N)CC2)c(OC)c1 | 7% | 16µM* | 16µM*

The listing, repeating the preview:
SMILES | TDP1 inh | DT40 TDP1 CPT | DT40 TDP1 no CPT
O=C(CNC(=O)C1CCCCC1)Nc1ccc(F)c(Cl)c1 | 12% | 18% | 9%
COc1cc(CN2CCCC(n3cc(C(=O)N4CCCCC4)nn3)C2)cc(OC)c1 (centres undefined) | . | ? | 23µM*
COCC(=O)N(C)c1nnc(-c2ccc([N+](=O)[O-])cc2)s1 | 1% | -29% | 2%
COc1ccc(C(=O)N2CCN(c3nc4cc(C)ccc4cc3C#N)CC2)c(OC)c1 | 7% | 16µM* | 16µM*
O=C(CN(C(=O)Cn1nnc(-c2cccs2)n1)c1ccc2c(c1)OCCO2)NCC1CCCO1 (centres undefined) | 1% | -1% | -2%
CCc1[nH]nc(C(=O)N2CCCC(N3CCN(c4ccccc4C)CC3)C2)c1C (centres undefined) | 5%[56.1 µM] | 16µM* | ?
COC(=O)[C@@H]1C[C@@]2(O)[C@H](O)[C@H](O)[C@H](O)C[C@H]2N1Cc1cc(OC)cc(OC)c1 | 3%&5% | -2% | 8%
COc1ccc(S(=O)(=O)N2CCOC2CNC(=O)C(=O)NCc2ccccn2)cc1OC (centres undefined) | . | ? | 6%
CC(C)(C)OC(=O)NCCCCCNC(=O)c1nc[nH]c1C(=O)N1CCc2ccccc2C1 | 2% | ? | ?
Cc1c(Cl)cccc1NC(=O)C1CCN(c2cnccn2)CC1 | . | -1% | -14%
O=S(=O)(c1ccc(Cl)cc1)N1CCCCCC1 | -4% | -23% | -19%
Cc1ccc(CNC(=O)c2ccc(N3CCc4ccccc43)c([N+](=O)[O-])c2)cc1 | 11% | ? | ?
Cc1ccccc1CSc1nc2c(sc3ccccc32)c(=O)n1CCCC(=O)NCCCOC(C)C | 1% | ? | ?
CN(C)C(=O)COc1ccc(Br)cc1 | 2% | -2% | -13%
COc1ccc(/C=C2\SC(=S)N(CCC(=O)NC3=NCCS3)C2=O)cc1OC | -3% | ? | -26%
Cc1ccc(NC(=O)C(c2ccccc2)c2ccccc2)nc1 | . | 21µM* | ?
Cc1cccc(OCCSc2nc(-c3cccs3)nc3cc(=O)[nH]n23)c1 | 3% | ? | ?
COc1ccc(CCNC(=O)CC(C)S(=O)(=O)c2ccc3c(c2)NC(=O)CO3)cc1OC (centres undefined) | 3% | -11% | 24%
CCOC(=O)N/N=C/c1ccc(N2CCOCC2)s1 | 2% | 0% | -52%
Cc1nc([N+](=O)[O-])cn1CC(O)c1ccc(F)cc1 (centres undefined) | 0% | 8% | -5%
COc1ccc2nc(Nc3ccccc3OC)sc2c1 | 3% | ? | 21µM*
CCCCNc1ccc(-c2nc(-c3ccncc3)no2)cc1[N+](=O)[O-] | 0% | -28% | ?
CN(CC(=O)NCc1ccncc1)S(=O)(=O)c1ccc(F)cc1 | 2% | -8% | -9%
COc1ccc(N2CCN(c3nc4ccc(C(=O)c5ccccc5)cc4n4cnnc34)CC2)cc1 | 3% | 16µM* | -96%
COc1ccc(C(=O)N2CCN(c3ccc(C)c(C)c3)CC2)cc1OC | 1% | ? | 16µM*
COc1ccccc1CCNC(=O)C(=O)NCC1OCCN1S(=O)(=O)c1ccc(F)cc1 (centres undefined) | 0% | -3% | 3%
Cc1oc(C(C)(C)C)c(CN2CCOCC2)c1C(=O)O | 6% | 2% | -1%
O=C1NC(c2cccc([N+](=O)[O-])c2)Oc2ccccc21 (centres undefined) | 5% | -4% | -17%
Cc1cc(C(=O)COC(=O)CCc2nc3ccccc3s2)c(C)n1C | 3% | 5% | -18%
COCCn1c(=N)c(C(=O)NCC2CCCO2)cc2c(=O)n3ccccc3nc21 (centres undefined) | . | 4% | -9%
CCn1c(=O)c(C(=O)NCCc2ccc(OC)c(OC)c2)c(O)c2ccccc21 | . | 16µM* | 21µM*
O=C(c1ccc(Oc2ccc(C(F)(F)F)cn2)cc1)N1CCN(c2ccccc2)CC1 | 2% | -9% | 29µM*
O=C(NN=Cc1ccccc1)NN=Cc1ccccc1 | . | 13% | ?
COc1ccc(NC(=O)C2=C(C)Nc3ncnn3C2c2ccccc2C(F)(F)F)c(OC)c1 (centres undefined) | 3% | -19% | -23%
Nc1nc(=O)n(C2CCCCO2)cc1Br (centres undefined) | . | -4% | 13%
CCCCN(C(=O)CCCc1nc2ccccc2c(=O)[nH]1)c1c(N)n(CCCC)c(=O)[nH]c1=O | 4% | 8% | -1%
Cc1c(Cl)c(=O)oc2cc(OC(C)C)ccc12 | 5% | 2% | 1%
Cc1sc2nc3c4ccccc4c(NCc4ccco4)nn3c(=O)c2c1C | -8% | ? | ?
CCOc1ccc(C(=O)Nc2sc3c(c2C(=O)OC)CC(C)(C)NC3(C)C)cc1 | . | ? | 16µM*
CCN(CC)S(=O)(=O)c1ccc2[nH]cc(C(=O)NCCCN3CCCCC3C)c(=O)c2c1 (centres undefined) | 5% | -20% | -4%
COc1cc(CC2C(=O)Nc3ccccc32)cc(C)c1O (centres undefined) | . | -10% | -26%
CCC(C)(C)NC(=O)C(c1ccccn1)N(C(=O)c1csnn1)c1ccc(C)c(C)c1 (centres undefined) | 6% | 1% | 0%
COc1ccc(NC(=O)c2ccco2)cc1NC(=O)c1ccco1 | -1% | -20% | -8%
O=C1CSc2nc3ccccc3n21 | -2% | -11% | 1%
c1ccc(N2CCN(c3ncnc4[nH]ncc34)CC2)cc1 | 5% | ? | ?
Nc1nc(-c2ccccc2)c(CCCNc2ccccc2)c(=O)[nH]1 | . | ? | ?
O=C(CN1CCOCC1)N1c2ccccc2Sc2ccccc21 | . | -3% | 15%
COc1ccccc1NC(=S)N(CCN1CCCCCC1)Cc1cccs1 | 5% | ? | 9.2µM*
COc1cc(S(=O)(=O)N(Cc2ccc(C)cc2)C2CCCCC2)ccc1-n1cnnn1 | 0% | ? | 23µM*
COc1ccc2[nH]c3nc(SCc4nnc(-c5ccc(C)cc5)o4)nnc3c2c1 | 2% | 26µM* | 16µM*

Arranged by SMILES length (rising): part of the list above
SMILES | TDP1 inh | DT40 TDP1 CPT | DT40 TDP1 no CPT
COc1ccc2nc(Nc3ccccc3OC)sc2c1 | 3% | ? | 21µM*
Cc1c(Cl)c(=O)oc2cc(OC(C)C)ccc12 | 5% | 2% | 1%
CCCCNc1ccc(-c2nc(-c3ccncc3)no2)cc1[N+](=O)[O-] | 0% | -28% | ?

Next entries
SMILES | TDP1 inh | DT40 TDP1 CPT | DT40 TDP1 no CPT
CCCCCC(=O)NN1C(=S)N(c2ccc(OC)cc2)C(=O)C1CC(=O)Nc1ccccc1 (centres undefined) | 0% | 13% | -7%
COCCN1C(=O)N[C@@H](CCc2ccccc2)[C@H](C(C)=O)[C@H]1C | 14%[12.3 µM] | -26% | -10%
CN(CC(=O)Nc1ccccc1Br)CC(=O)Nc1ccccc1C(F)(F)F | . | -2% | 1%
CCCS(=O)(=O)N1CCCC(C(=O)NCCN(C)Cc2ccccc2)C1 (centres undefined) | -3% | -74% | -19%
COc1cccc(-c2cc(C(=O)N3CCN(c4ccccc4OC)CC3)no2)c1 | -4%&2% | ? | ?
COc1ccc(/C(N)=N/OC(=O)c2ccc3c(c2)OCO3)cc1OC | 2% | 21µM* | ?
O=C(NCc1cccnc1)c1cc(C2CCCN(C(=O)c3ccccn3)C2)on1 (centres undefined) | . | -20% | -14%
CCCCCCNc1nc(-c2ccc(OC)cc2)c(CCC(=O)O)s1 | 3% | -18% | -2%
Cc1cccc(C(=O)O/N=C(\N)CS(=O)(=O)c2ccccc2)c1 | 2% | -12% | 14%
Nc1ccccc1SCCS(=O)(=O)c1ccc(Cl)cc1 | . | 4% | -29%
C/C(CCc1ccc2c(c1)OCO2)=N\N=C1\NC(=O)CC(C(=O)Nc2ccc(Cl)cc2)S1 (centres undefined) | 6% | -5% | -3%
CC1(CCc2ccc3c(c2)OCO3)NCCc2c1[nH]c1ccccc21 (centres undefined) | . | ? | 18µM*
COCCNC(=O)CSc1n[nH]c(=O)n1CCc1ccccc1 | . | 5% | -1%
Cc1ccc(CS(=O)(=O)CCC(=O)NCc2cccs2)cc1 | 4% | ? | 4%
Cc1ccc([N+](=O)[O-])cc1S(=O)(=O)N1CCn2cccc2C1c1ccccc1 (centres undefined) | 13% | 21µM* | ?
Cn1nnc2cc(C(=O)Nc3ccccc3)ccc21 | 2% | -1% | -3%
COc1ccc(C(CNC(=O)C(C)Oc2ccc(Br)cc2)N2CCCCC2)cc1 (centres undefined) | 1% | 18µM* | 21µM*
O=C1CN(C(=O)c2ccccc2C(=O)O)c2ccccc2N1 | . | -3% | -2%
CC(Sc1nnc(-c2ccc(C(C)(C)C)cc2)n1C)C(N)=O (centres undefined) | 5% | -11% | -13%
Cc1ccccc1NC(=S)N(CCN1CCCCC1)Cc1ccco1 | 2% | -28% | ?

Reformatted as tab-separated lines: entries from further up.
canonical_smiles	TDP1 inh	DT40 TDP1 CPT	DT40 TDP1 no CPT
CC1(CCc2ccc3c(c2)OCO3)NCCc2c1[nH]c1ccccc21 (centres undefined)	.	?	18µM*
COCCNC(=O)CSc1n[nH]c(=O)n1CCc1ccccc1	.	5%	-1%

(more compounds)
SMILES | TDP1 inh | DT40 TDP1 CPT | DT40 TDP1 no CPT
CCC(C)[C@H]1COCCS(=O)(=O)N1Cc1ccccc1F (some centres undefined) | . | ? | ?
CCN1CCN(CC2COc3ccccc3O2)CC1 (centres undefined) | . | 2% | 13%
O=C1CC/C=C\C[C@@H](CC(=O)N(CCO)Cc2ccccc2)C(=O)N[C@H](Cc2ccccc2)CO1 | 0% | -26% | ?
Cc1cc(C)n2nc(-c3cccnc3)nc2n1 | 2% | 4% | -12%
CN1CCN(CCCCOc2ccc(F)cc2)CC1 | -3% | -14% | -22%
CCOc1ccc(NC(=O)Cn2nc(-c3ccccc3Cl)n(CC)c2=S)cc1 | 6% | ? | ?
Cc1ccc(CNC(=O)c2ccc(Cl)c(S(N)(=O)=O)c2)n1C | . | -25% | -30%
O=C(c1ccco1)N1CCC(n2nnc3ccccc32)CC1 | 7% | -1% | -19%
O=C(CN1CCC2(CC1)OCCO2)c1ccc2cc[nH]c2c1 | -4% | ? | -1%
C=CCn1ccc2c([N+](=O)[O-])cccc2c1=O | 9% | -4% | -7%
C[N+](C)(C)CCOC(=O)C1(c2ccccc2)CCCC1 | 2% | -29% | -27%
CNC(=O)N1CCC(C(=O)c2c(C)c(C)c(C)c(C)c2C)CC1 | . | ? | ?
Clc1cccc(N=NN2CCOCC2)c1Cl | -5% | -12% | ?
O=C(O)CNC(=O)/C(=C/c1cccc([N+](=O)[O-])c1)NC(=O)c1ccco1 | 5% | 13% | 9%
COc1cccc(NC(=O)CN(C)C(=O)c2c(-c3ccccc3)noc2C)c1 | 0% | -15% | -26%
CC[C@@H](C)[C@H](NC(=O)OC(C)(C)C)c1nnc(S(=O)(=O)Cc2cc(C)ccc2C)o1 | -1% | 1.3µM* | 2.3µM*
CCCC(C)C(=O)Nc1ccc2c(c1)OCCO2 (centres undefined) | 2% | 16% | -3%
COc1cccc(N(C(=O)Cn2nnc(-c3ccc(C)o3)n2)C(C(=O)NC(C)(C)C)c2cccs2)c1 (centres undefined) | -2% | -1% | -24%
OCCOCCNc1ncnc2nc[nH]c12 | 0% | -2% | -6%
CC1CC(C)CN(C(=O)CSc2nnc(CSc3ncccn3)n2C)C1 (centres undefined) | 3% | -1% | -7%
Cc1ccc(/C=C2\SC(=S)N(CCCC(=O)Nc3ccc(O)cc3)C2=O)cc1 | . | 1% | -3%

Some of the entries so far, comma-delimited:
compound,TDP1 inh,DT40 TDP1 CPT,DT40 TDP1 no CPT
Clc1cccc(N=NN2CCOCC2)c1Cl,-5%,-12%,?
C[N+](C)(C)CCOC(=O)C1(c2ccccc2)CCCC1,2%,-29%,-27%
CC[C@@H](C)[C@H](NC(=O)OC(C)(C)C)c1nnc(S(=O)(=O)Cc2cc(C)ccc2C)o1,-1%,1.3µM*,2.3µM*
Cc1ccc(/C=C2\SC(=S)N(CCCC(=O)Nc3ccc(O)cc3)C2=O)cc1,.,1%,-3%
COc1cccc(N(C(=O)Cn2nnc(-c3ccc(C)o3)n2)C(C(=O)NC(C)(C)C)c2cccs2)c1 (centres undefined),-2%,-1%,-24%
